# CFTR F508del cor: F508del CFTR correction, initial screen, CFBE line, single point. CFBE cells, YFP halide quenching; stimulated with forskolin plus potentiator P3; % fluorescence drop versus neutral controls. activity (quench increase), % at 7.58 µM. 0.36% of 350,000 active;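 active means mean added fluorescence quench of at least 8% versus neutral control, with both replicates also reaching 8%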;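 further: cells transiently co-express mutant CFTR-F508del with the halide-sensitive YFP; corrector assay measuring rescue of mutant channel to the surface after 24 h compound exposure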
# Cneo AK release: Cryptococcus neoformans cell lysis inducers, primary screen, AK release luminescence, single concentration. AID 651654, 2012. lysis activity, % at 15 µM. C. neoformans lysis, adenylate kinase release luminescence, 4 h; normalised: neutral wells 0, clomiphene wells 100. 0.2% of 360,000 active;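 active means mean lysis activity across replicates of at least 80%, whatever share of replicates individually reach that level; inactive means mean lysis activity below 80%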
#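 Test system: log-phase Cryptococcus neoformans yeast cells; Quantity: yeast cell density of 5 × 10^6 cells/mL; Buffer or medium: YPD; Doses: single compound concentration per well; Timing: 4 h at 37 °C static, read 1 h later; Measured by: AK luminescence; Read-out basis: lysis from increased AK signal; Control set: Clomiphene as positive control.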
# FN deposition inh: inhibitors of fibronectin matrix deposition, primary screen, AH1F cells, Alexa488-fibronectin fluorescence, plate reader. AH1F fibroblasts, overnight. inhibition, % at 12.6 µM. 0.086% of 350,000 active;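 active means mean inhibition across replicates of 30% or more, regardless of how many single replicates reach that level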;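 further: positive control wells lacked labelled fibronectin entirely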
#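 Assay system: AH1F fibroblasts / Quantity: 10000 cells per well / Medium: DMEM plus 2% serum, read in PBS / Reagent: labelled fibronectin 24 nM / Dosing: single dose, pinned / Times: 1 h cell attachment, overnight exposure to compound and label / Signal: fluorescence, ex 485 nm, em 525 nm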
# Statin myotox sup: suppressors of statin myotoxicity in C2C12 myotubes, primary screen, cell-based, single point, plate reader. AID 602340, 2012. C2C12 myotubes + simvastatin, ATP luminescence, 48 h; scaled: DMSO 0, geranylgeraniol control 100. 0.78% of 330,000 active. rescue of ATP level, % at 7.49 µM;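 active means mean ATP rescue above about 67%, or every replicate alone reaching that limit, limit read from the data, passing the limit was not always enough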;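 further: myotubes were challenged with 10 µM simvastatin during compound exposure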
# PglD inh: C. jejuni PglD acetyltransferase inhibitors, primary screen, biochemical, DTNB colorimetric, single point; UDP-N-acetylbacillosamine N-acetyltransferase PglD (Campylobacter jejuni); purified PglD enzyme, DTNB colorimetric CoA detection; inhibition, % at 12.5 µM; 0.098% of 360,000 active; AID 602405, 2012; in the data active means inhibition above about 16%, passing the limit was not always enough; further: strong numbers were not always called active
# INS-1E GSIS act: GLuc luminescence reporter in INS-1E cells, primary screen for activators of glucose-dependent secretion of insulin; INS-1E GLuc reporter insulin secretion, 2-3 h; activation, % at 16.6 µM; 0.61% of 370,000 active;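 active means lowest replicate activation of at least 40%, so every replicate reaches that level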;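 further: 0% = median of neutral control wells and 100% = median of IBMX positive control wells; some compounds called inactive have numbers as strong as hits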
# miR122 inh: miR-122 Renilla sensor signal increase in Huh7, primary screen, miR-122 inhibitor project, cell-based, single point, plate reader | Huh7 miR-122 Renilla luciferase sensor, 48 h; neutral wells = 0, positive control = 100 | activation (reporter increase), % at 12.5 µM | 0.3% of 340,000 active | AID 602342, 2012;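 active means mean replicate activation score at least 90 and every replicate individually at or above 90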;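 further: higher luciferase means less miR-122 activity so hits act as miR-122 inhibitors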
# PGC1a acetyl inh: inhibitors of PGC1a acetylation signal, primary screen, cell-based, U2OS, AlphaScreen, inhibitor mode. 0.17% of 350,000 active. AlphaScreen anti-acetyl-lysine; with virally co-expressed GCN5 acetyltransferase. AID 651687, 2012. inhibition, % at 15.6 µM;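 active means every replicate shows inhibition of at least 40%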;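 further: 0% = neutral control wells and 100% = positive control wells; some results beyond the cut were filed as inactive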
# Starred values were filed as active, the others as inactive; nt = not tested or not shown; [ ] = dose if it differs, or a comment.
SMILES,CFTR F508del cor,Cneo AK release,FN deposition inh,Statin myotox sup,PglD inh,INS-1E GSIS act,miR122 inh,PGC1a acetyl inh
CCN(CC)C(=O)[C@H]1C[C@H](CC(=O)NCCN2CCOCC2)C(=O)N2CCc3c([nH]c4ccc(Cl)cc34)[C@]12C,3.2,0.6,8.4,-3.6,5.3,-16.7,3.8,8.5
COc1cccc(-c2cc(C(=O)NC3CCCC3)c3ccccc3n2)c1,-0.1,1.2,-3.6,27.3,-0.7,11.8,-0.8,4.0
COCCNC(=O)C[C@H]1CC[C@H]2[C@@H](COC[C@H](O)CN2S(=O)(=O)c2ccccc2C)O1,2.2,-0.4,3.9,-10.6,-1.1,6.1,-3.1[16.7 µM],-1.6
CCOC(=O)c1cccc(NC(=O)CSc2nnc(COc3ccccc3C)o2)c1,nt,-0.9,nt,5.4,-3.9,6.0,0.8,-5.8
Cn1cc(C2OC(=O)c3ccccc32)c2ccccc21 (stereo unspecified),1.5,1.2,5.1,-17.8,7.8,1.5,-8.1,-19.7
Cc1cccc(NC(=S)NNC(=O)c2ccc(O)cc2O)c1C,3.5,-4.0,-7.0,0.0,-11.3,-11.2,-2.2,16.3
Cc1ccc(S(=O)(=O)N2CCC(C(=O)N[C@H](C(=O)NCC3CCCO3)C(C)C)CC2)cc1 (stereo partly specified),nt,2.1,-4.8,-3.0,-4.1,nt,-2.7,8.5
COc1cccc(S(=O)(=O)N[C@@H]2CC[C@H](CCn3cc(-c4ccc(F)cc4)nn3)O[C@@H]2CO)c1,-3.3,-0.3,-8.6,10.5,1.1,0.0,nt,-0.6
Cc1ccc(Sc2ccc(S(=O)(=O)Nc3ccc(CC(=O)O)cc3)cc2)cc1C,2.6,0.0,6.8,5.0,4.1,-2.2,0.9,0.0
COc1ccc(C(c2nnnn2CC2CCCO2)N2CCN(c3ccccc3)CC2)cc1 (stereo unspecified),nt,-9.0,nt,5.0,0.5,nt,-7.6,9.4
COc1ccc(OCc2cc(C(=O)NCCN3CCCc4ccccc43)no2)c(Cl)c1,1.2,-3.0,nt,6.6,0.5,1.4,-10.0,nt
COc1ccc(CN2CCNC(=O)C2CC(=O)NC2CCCC2)c(OC)c1 (stereo unspecified),1.2,0.7,-18.1,10.7,-0.7,-3.5,-6.3,-1.1
O=C(Cc1ccncc1)NCC[C@@H]1CC[C@@H](NC(=O)C2CCOCC2)[C@H](CO)O1,1.8,1.0,-22.7,5.3,0.8,1.6,nt,3.2
C=CCn1c(=S)[nH]c2cc(C(=O)N3CCN(c4ccccc4OC)CC3)ccc2c1=O,-3.6,nt,3.1,-9.0,nt,-19.5,nt,0.1
O=C(CCN1C(=O)c2ccccc2C1=O)Oc1ccc2ccccc2c1,nt,1.8,0.1,3.8,-2.4,nt,-2.8,-15.9
CN1C(=O)c2cc(NC(=O)c3ccc(F)cc3)ccc2OC[C@@H]2O[C@@H](CC(=O)NCC3CC3)CC[C@H]21,3.1,-2.8,-6.2,-6.0,-2.9,5.4,-2.6[16.7 µM],2.6
N#Cc1ccc(-n2nnc3ccccc3c2=O)c([N+](=O)[O-])c1,-0.9,0.8,4.9,-0.9,12.6,6.4,2.0,-2.4
COCCn1c(SCC(=O)c2ccccc2)nc2ccccc2c1=O,3.3,nt,-12.6,nt,nt,1.1,-2.9,-1.4
COc1ccc(NC(=O)CCc2nnc3ccc(N4CCC5(CC4)OCCO5)nn23)cc1,1.4,1.8,3.7,-6.8,-2.6,-3.4,-10.2,4.2
O=C(C[C@@H]1CC[C@@H]2[C@H](COC[C@H](O)CN2C(=O)Nc2ccc(F)cc2)O1)NC1Cc2ccccc2C1,-0.8,52.7,-6.2,10.7,1.5,-13.7,6.7[16.7 µM],-4.8
O=C(NCC1CCCO1)c1ccc(Cn2c(=S)[nH]c3ccccc3c2=O)cc1 (stereo unspecified),0.1,4.8,-3.6,3.8,-3.6,19.8,4.7,0.5
CCOc1ncccc1C(=O)Nc1ccc(S(=O)(=O)Nc2nc(C)cc(C)n2)cc1,1.7,-0.2,9.1,8.4,4.5,65.9*,-3.4,5.4
COc1ccc(C(=O)COC(=O)c2cc([N+](=O)[O-])ccc2N2CCOCC2)c(OC)c1,2.3,0.0,1.4,4.2,1.4,24.5,-7.7,-0.5
COc1ccc(NC(=O)Nc2ccc3c(c2)[C@H]2C[C@H](CC(=O)NCc4ccc5c(c4)OCO5)O[C@H](CO)[C@H]2O3)cc1,0.3,-4.0,-9.7,0.4,0.1,3.2,7.9[16.7 µM],5.0
O=C(COC(=O)/C=C/c1cccc(Br)c1)NCCc1ccccc1,-0.6,2.1,3.9,-3.6,2.4,10.5,-6.0,nt

# Part of the list above, tab-delimited.
SMILES	CFTR F508del cor	Cneo AK release	FN deposition inh	Statin myotox sup	PglD inh	INS-1E GSIS act	miR122 inh	PGC1a acetyl inh
O=C(Cc1ccncc1)NCC[C@@H]1CC[C@@H](NC(=O)C2CCOCC2)[C@H](CO)O1	1.8	1.0	-22.7	5.3	0.8	1.6	nt	3.2
C=CCn1c(=S)[nH]c2cc(C(=O)N3CCN(c4ccccc4OC)CC3)ccc2c1=O	-3.6	nt	3.1	-9.0	nt	-19.5	nt	0.1
O=C(CCN1C(=O)c2ccccc2C1=O)Oc1ccc2ccccc2c1	nt	1.8	0.1	3.8	-2.4	nt	-2.8	-15.9
CN1C(=O)c2cc(NC(=O)c3ccc(F)cc3)ccc2OC[C@@H]2O[C@@H](CC(=O)NCC3CC3)CC[C@H]21	3.1	-2.8	-6.2	-6.0	-2.9	5.4	-2.6[16.7 µM]	2.6
N#Cc1ccc(-n2nnc3ccccc3c2=O)c([N+](=O)[O-])c1	-0.9	0.8	4.9	-0.9	12.6	6.4	2.0	-2.4
COCCn1c(SCC(=O)c2ccccc2)nc2ccccc2c1=O	3.3	nt	-12.6	nt	nt	1.1	-2.9	-1.4
COc1ccc(NC(=O)CCc2nnc3ccc(N4CCC5(CC4)OCCO5)nn23)cc1	1.4	1.8	3.7	-6.8	-2.6	-3.4	-10.2	4.2
O=C(C[C@@H]1CC[C@@H]2[C@H](COC[C@H](O)CN2C(=O)Nc2ccc(F)cc2)O1)NC1Cc2ccccc2C1	-0.8	52.7	-6.2	10.7	1.5	-13.7	6.7[16.7 µM]	-4.8
O=C(NCC1CCCO1)c1ccc(Cn2c(=S)[nH]c3ccccc3c2=O)cc1 (stereo unspecified)	0.1	4.8	-3.6	3.8	-3.6	19.8	4.7	0.5
CCOc1ncccc1C(=O)Nc1ccc(S(=O)(=O)Nc2nc(C)cc(C)n2)cc1	1.7	-0.2	9.1	8.4	4.5	65.9*	-3.4	5.4
COc1ccc(C(=O)COC(=O)c2cc([N+](=O)[O-])ccc2N2CCOCC2)c(OC)c1	2.3	0.0	1.4	4.2	1.4	24.5	-7.7	-0.5
COc1ccc(NC(=O)Nc2ccc3c(c2)[C@H]2C[C@H](CC(=O)NCc4ccc5c(c4)OCO5)O[C@H](CO)[C@H]2O3)cc1	0.3	-4.0	-9.7	0.4	0.1	3.2	7.9[16.7 µM]	5.0
O=C(COC(=O)/C=C/c1cccc(Br)c1)NCCc1ccccc1	-0.6	2.1	3.9	-3.6	2.4	10.5	-6.0	nt

# Next records.
SMILES,CFTR F508del cor,Cneo AK release,FN deposition inh,Statin myotox sup,PglD inh,INS-1E GSIS act,miR122 inh,PGC1a acetyl inh
O=C1c2ccccc2[C@@H]2C[C@H]3O[C@H]3CCN12,3.2,-0.3,-0.3,6.8,0.0,7.6,-2.3,8.9
O=C(O)C1CCCCC1C(=O)Nc1ccc(S(=O)(=O)N2CCCC2)cc1 (stereo unspecified),-2.6,0.0,4.2,25.5,0.1,-5.4,-2.2,nt
c1cc2c3c(cccc3c1)NC1(CCCCC1)N2,1.7,-1.2,nt,-8.6,-1.6,-13.9,-4.1,-2.7
O=C(N/N=C/c1cccc2ccccc12)C(=O)N1CCCC1,3.2,1.8,-0.6,-9.3,10.7,4.9,-6.1,1.8
COc1ccc(CCNS(=O)(=O)c2c(C)[nH]c(C)c2C(=O)N2CCCCC2)cc1OC,0.8,-8.1,1.0,-6.6,-0.5,36.7,1.8,-7.0
C[C@@H]1CN([C@H](C)CO)C(=O)c2cc(NS(=O)(=O)c3ccc(F)cc3)ccc2O[C@H]1CN(C)Cc1ccc(C(=O)O)cc1,2.1,-0.3,-7.9,nt,2.3,4.7,0.0[16.7 µM],8.6

# Reprinted at random: 2 records from the list.
SMILES,CFTR F508del cor,Cneo AK release,FN deposition inh,Statin myotox sup,PglD inh,INS-1E GSIS act,miR122 inh,PGC1a acetyl inh
C[C@@H]1CN([C@H](C)CO)C(=O)c2cc(NS(=O)(=O)c3ccc(F)cc3)ccc2O[C@H]1CN(C)Cc1ccc(C(=O)O)cc1,2.1,-0.3,-7.9,nt,2.3,4.7,0.0[16.7 µM],8.6
O=C(O)C1CCCCC1C(=O)Nc1ccc(S(=O)(=O)N2CCCC2)cc1 (stereo unspecified),-2.6,0.0,4.2,25.5,0.1,-5.4,-2.2,nt

# An unsorted share of the library. Share with any hit: about 2.1%.
